KKLEB tox – reduces viability of KKLEB cystic fibrosis airway cells; KKLEB CF airway cells viability, ATPlite luminescence, overnight; hits give low values; cells stimulated with P. aeruginosa culture filtrate; activity change (cytotoxicity), % at 5 µM; 360,000 compounds, 0.36% hits; AID 602141;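 active = corrected activity change at or below -50% at 5 µM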
SRC1 inh – inhibitors of human steroid receptor coactivator 1 (SRC1); Q15788; HEK293 GAL4-SRC1 luciferase reporter, luminescence; inhibition, % at 3.6 µM; 360,000 compounds, 0.12% hits;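 active = inhibition above the campaign mean plus 3 SD, with each screening campaign given its own cutoff, cut at about 60% in these data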;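 also: 0% = DMSO treated cells and 100% = gossypol at 36 µM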
CF NFkB inh – cystic fibrosis NF-kB activation inhibition; KKLEB NF-kB-GFP reporter, PAF-induced, GFP fluorescence overnight; inhibition, % at 5 µM; 360,000 compounds, 0.86% hits; AID 588850;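 active = at least 50% inhibition at 5 µM, scaled per plate between neutral and stimulator controls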;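 also: PAF is a Pseudomonas aeruginosa culture filtrate used as stimulus; plate controls were PAF-stimulated DMSO wells for no effect and unstimulated DMSO wells for full effect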
LRH-1 inv ag – NR5A2 inverse agonism in reporter assay; HEK293T StAR-luciferase reporter, LRH-1 transfected, 24 h; inhibition, % at 3.6 µM; 360,000 compounds, 0.13% hits; AID 602396;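 active = inhibition above the mean inhibition of all tested compounds plus 3 SD, cut at about 73% in these data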;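 also: 0% = DMSO wells and 100% = reporter-only cells lacking LRH-1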
Target sequence (O00482 whole entry, looked up): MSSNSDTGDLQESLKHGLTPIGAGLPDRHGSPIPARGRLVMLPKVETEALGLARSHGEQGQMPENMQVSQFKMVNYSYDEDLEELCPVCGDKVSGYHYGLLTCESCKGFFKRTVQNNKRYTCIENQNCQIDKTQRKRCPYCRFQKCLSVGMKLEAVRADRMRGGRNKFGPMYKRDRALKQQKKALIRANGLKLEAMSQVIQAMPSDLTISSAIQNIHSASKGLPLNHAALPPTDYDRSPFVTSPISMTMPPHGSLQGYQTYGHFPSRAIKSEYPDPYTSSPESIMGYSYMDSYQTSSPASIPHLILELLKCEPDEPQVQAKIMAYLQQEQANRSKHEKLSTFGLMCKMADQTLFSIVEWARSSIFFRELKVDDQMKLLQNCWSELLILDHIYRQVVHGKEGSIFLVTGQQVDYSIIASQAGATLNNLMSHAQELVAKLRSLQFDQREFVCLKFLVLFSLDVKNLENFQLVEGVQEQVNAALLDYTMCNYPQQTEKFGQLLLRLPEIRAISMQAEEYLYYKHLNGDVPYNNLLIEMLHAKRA
LMP1 NFkB inh – Epstein-Barr LMP1 NF-kappaB reporter inhibition; AID 504558; inhibition, % at 12.5 µM; LMP1-induced NF-kappaB luciferase reporter cells, luminescence; 350,000 compounds, 0.69% hits; in the data active = inhibition above about 41%;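 also: 0% = neutral control wells and 100% = reference inhibitor control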
NR2F2 inh – blocks human COUP-TFII nuclear receptor | P24468 | HEK293T NGFI-A luciferase reporter, luminescence | inhibition, % at 8.6 µM | 370,000 compounds, 0.7% hits | AID 686940;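 active = inhibition above a per-plate cutoff, mean inhibition of test wells between control levels plus 3 SD, cut at about 38% in these data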;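 also: cells cotransfected with COUP-TFII expression vector driving the NGFI-A reporter; 0% = median of COUP-TF2 test wells and 100% = reporter-only cells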
Target sequence (P24468 whole entry, looked up): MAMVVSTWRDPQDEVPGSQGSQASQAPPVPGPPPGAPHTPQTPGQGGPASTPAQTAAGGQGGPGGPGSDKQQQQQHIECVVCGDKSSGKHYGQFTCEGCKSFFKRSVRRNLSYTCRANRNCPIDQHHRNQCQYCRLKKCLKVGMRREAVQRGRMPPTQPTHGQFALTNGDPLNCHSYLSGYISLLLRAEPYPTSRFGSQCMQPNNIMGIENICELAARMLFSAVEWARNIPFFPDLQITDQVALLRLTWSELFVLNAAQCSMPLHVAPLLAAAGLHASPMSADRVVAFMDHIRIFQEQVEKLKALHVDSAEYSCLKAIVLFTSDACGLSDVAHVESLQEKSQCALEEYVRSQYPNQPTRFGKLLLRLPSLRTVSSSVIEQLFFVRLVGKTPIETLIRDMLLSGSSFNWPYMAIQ
Shn3 3UTR inh – Schnurri-3 reporter inhibition in Clone20 osteoblasts | 360,000 compounds, 0.52% hits | Clone20 osteoblast Shn3 3'UTR firefly luciferase, 24 h | inhibition, % at 12.5 µM;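 active = mean inhibition of at least 75% with every replicate also reaching 75%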;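 also: 0% = median of neutral control wells and 100% = pilot-screen positive control compound; some compounds past the cut are filed as inactive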
TRAIL sens C8 – sensitizes caspase-8 expressing cells to TRAIL | inhibition (viability loss, TRAIL sensitization), % at 10 µM | 360,000 compounds, 1% hits | NB7+C8 cells + TRAIL, ATPlite viability luminescence | AID 624354;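 active = compounds causing at least 50% loss of cell viability in the single-dose screen, relative to plate controls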
TWEAK-Fn14 inh – TWEAK-Fn14 signaling inhibition; TWEAK-stimulated Fn14 reporter cells, luciferase luminescence, 8 h; 360,000 compounds, 2% hits; AID 1159606; inhibition, % at 10 µM; in the data active = inhibition above about 50%
TROY NFkB inh – TROY signaling inhibition; Q293 LMP1-TROYcd NF-kB luciferase reporter, 4 h; inhibition, % at 10 µM; 360,000 compounds, 0.98% hits; AID 1347056;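 active = compounds whose plate-normalised and pattern-corrected inhibition of the luciferase reporter signal at the single screening dose is 50% or more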
SRC3 inh – human NCOA3 inhibition; inhibition, % at 3.6 µM; 360,000 compounds, 0.17% hits; Q9Y6Q9; HEK293 GAL4-SRC3 luciferase reporter, luminescence;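 active = inhibition above a per-campaign cutoff, the mean of all compounds plus 3 SD, cut at about 60% in these data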;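 also: 0% = DMSO-treated cells and 100% = gossypol-treated cells at 36 µM; higher means less SRC3-driven luciferase light from the GAL4 reporter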
* = called active by the depositor; · = no result given.

SMILES	KKLEB tox	SRC1 inh	CF NFkB inh	LRH-1 inv ag	LMP1 NFkB inh	NR2F2 inh	Shn3 3UTR inh	TRAIL sens C8	TWEAK-Fn14 inh	TROY NFkB inh	SRC3 inh
COCC(C)NS(=O)(=O)c1ccc(NC(=O)C(Cc2ccccc2)NC(N)=O)cc1 (stereo not given)	-6	-1	11	8	-1	36	29	-14	-1	-9	6
CCCn1nnc(NC(=O)C(c2ccccc2)c2ccccc2)n1	2	-26	0	-18	2	-6	1	0	17	-1	-2
COc1ccc(C2=NN(c3ccccc3)C(c3cccs3)C2)cc1 (stereo not given)	7	-10	3	-44	-14	-19	-21	6	-37	-53	-15
CCOC(=O)c1cnc2c(OC)cccc2c1N1CC(C)CC(C)C1 (stereo not given)	2	18	4	5	14	40*	-2	0	2	12	2
COc1ccc(C(C)=O)cc1Cn1c(C)c(C(=O)NC2CC2)sc1=O	-6	-1	8	3	·	-6	-8	-3	-13	8	-2
O=C(NCc1ccc(F)cc1)N1CCN(C(=O)c2ccccc2)CC1	0	-16	-2	9	18	29	5	-16	-3	-10	9
CCCCNC(=O)Cn1c(-c2ccc(OC)cc2)noc1=O	0	13	1	12	-5	-20	-2	2	-20	3	-2
CC(C)NC(=O)c1ccc(NC(=O)CC2SC(N3CCCCC3)=NC2=O)cc1 (stereo not given)	16	-19	-5	-7	-8	10	14	-9	5	-11	-7
C1CC2CN(c3nc4nonc4nc3N3CCSCC3)CCN2C1 (stereo not given)	-5	14	0	-10	-10	-26	22	-2	1	46	-8
CN(C)c1ccc(/C=N\Nc2nc(-c3ccccc3)cc(=O)[nH]2)cc1	-4	-1	-28	11	-1	-20	10	29	-7	-9	16

Some of these compounds in order of SMILES length, falling.
SMILES	KKLEB tox	SRC1 inh	CF NFkB inh	LRH-1 inv ag	LMP1 NFkB inh	NR2F2 inh	Shn3 3UTR inh	TRAIL sens C8	TWEAK-Fn14 inh	TROY NFkB inh	SRC3 inh
COCC(C)NS(=O)(=O)c1ccc(NC(=O)C(Cc2ccccc2)NC(N)=O)cc1 (stereo not given)	-6	-1	11	8	-1	36	29	-14	-1	-9	6
CC(C)NC(=O)c1ccc(NC(=O)CC2SC(N3CCCCC3)=NC2=O)cc1 (stereo not given)	16	-19	-5	-7	-8	10	14	-9	5	-11	-7
O=C(NCc1ccc(F)cc1)N1CCN(C(=O)c2ccccc2)CC1	0	-16	-2	9	18	29	5	-16	-3	-10	9
CCCn1nnc(NC(=O)C(c2ccccc2)c2ccccc2)n1	2	-26	0	-18	2	-6	1	0	17	-1	-2

Following part.
SMILES	KKLEB tox	SRC1 inh	CF NFkB inh	LRH-1 inv ag	LMP1 NFkB inh	NR2F2 inh	Shn3 3UTR inh	TRAIL sens C8	TWEAK-Fn14 inh	TROY NFkB inh	SRC3 inh
COC(=O)c1sccc1NC(=O)c1cc2c(s1)CCCC2	-27	-32	1	20	-14	0	34	15	-5	-35	-35
O=C(Cn1nnc2ccccc21)NCc1ccccc1	-12	-142	2	-99	-15	-21	-34	3	17	-25	-114
CCN(Cc1ccccc1)C(=O)c1cc(S(=O)(=O)N2CCOCC2)cn1C	-15	10	-5	5	-10	13	-3	-12	6	-8	6
COc1cccc(C(=O)C2CCCN(C(=O)c3cccc(C#CC(C)(C)O)c3)C2)c1 (stereo not given)	-3	4	5	14	-7	-2	12	-5	21	4	16
Cc1ccc2nsnc2c1NC(=O)c1ccc(-c2cc(Cl)ccc2Cl)o1	-4	0	10	10	2	8	63	21	-11	18	27
O=C(CN1C(=O)NC2(CCCC2)C1=O)Nc1ccc(C(F)(F)F)cc1	4	-15	-8	4	-6	18	15	-27	-7	-8	-7
COC(=O)C/C(O)=C(/N=Nc1cccc(C(F)(F)F)c1)C(=O)OC	11	10	-7	3	0	6	21	-2	0	1	17
CCN(CC(=O)NCc1cccs1)C(=O)c1cccc(S(=O)(=O)N2CCc3ccccc32)c1	3	-36	9	-11	-2	13	8	12	-14	-14	4
CC(=O)Nc1sc2c(c1C#N)CC(C)(C)NC2(C)C	-3	5	7	-21	-2	4	-8	-9	-15	14	-13
COc1ccc(-c2ccc(C(=O)O)o2)c([N+](=O)[O-])c1	2	-4	3	-2	4	-14	7	-9	9	10	1
Cc1cc(NC(=O)CN2C(=O)S/C(=C\c3ccccc3)C2=O)no1	7	12	-12	6	7	11	-5	-5	14	10	6
CCC(c1nnc(SCC(=O)Nc2ccc(C(C)=O)cc2)n1C1CCCCC1)N(C)C (stereo not given)	2	-7	-16	38	-3	-2	-5	-13	17	-5	5
COc1ccc2c(-c3cc4ccc(OCc5ccc(F)cc5)cc4oc3=O)cc(=O)oc2c1	-25	9	15	11	-3	-1	27	25	-25	5	23
Cc1ccc(-n2ncc3c2CCCC3NC(=O)c2cnccn2)cc1C (stereo not given)	-4	6	26	-2	21	-2	39	-6	13	16	0
CC(/C=N/n1c(-c2ccccn2)n[nH]c1=S)=C\c1ccccc1	-1	0	-3	7	·	21	·	-4	-10	-9	1
O=C(CCN1C(=O)/C(=C/c2ccc(Cl)cc2)SC1=S)Nc1cccc(C(=O)O)c1	-10	-73	-5	-9	6	-6	6	-1	-3	-29	10
CC1CCC(C(C)C)C(NC(=O)c2ccncc2)C1 (stereo not given)	-7	6	12	-1	·	·	22	-1	5	4	-6
COc1ccc(/[N+]([O-])=C/c2ccoc2)cc1	9	-100	-18	-99	-39	-56	-90	6	-10	-74	-83
COc1ccccc1CCc1nnc(CCC(=O)NCCC2CCCCO2)o1 (stereo not given)	8	5	6	-12	-1	7	5	1	-4	-12	-3
Cc1cc(C)cc(NC(=O)N2C3CCCC2CC(NC(=O)C2CC2)C3)c1 (stereo not given)	-5	1	2	18	-4	5	6	2	-4	23	-17
CC1CN(C(=S)NC2CCCC2)CC(C)O1 (stereo not given)	-3	-82	10	12	-10	-8	5	0	-6	5	-12
O=C(NN=Cc1ccccc1Cl)c1ccc([N+](=O)[O-])cc1	-15	-6	-2	-6	-6	5	-24	8	-31	-30	-5
Cc1ccccc1CSCC(=O)NCc1ccco1	-8	-6	13	-5	0	18	-8	-10	23	-10	6
O=C(CCc1n[nH]c(=O)[nH]c1=O)N1CCOCC1	0	-8	2	-13	-7	9	-24	-6	0	-2	0
Cc1cc(=O)oc2cc(OCC(=O)Nc3c(Cl)cccc3C(F)(F)F)ccc12	16	-11	3	-19	5	-12	-15	0	-49	4	-25
Cc1c(NC(=O)c2cc(-c3ccccc3O)on2)c(=O)n(-c2ccccc2)n1C	4	13	-5	8	6	-6	-11	5	-4	5	11
C=CCc1c(C)[nH]c(=O)[nH]c1=O	-1	1	-11	8	0	0	30	-2	-12	-6	15
CC(=O)Nc1ccc(NC(=O)CSc2nc3c(=O)n(C)c(=O)n(C)c3n2C)cc1	-4	-8	7	5	2	-10	3	7	9	3	-32
CCN1/C(=C2\C(=O)N(C)C(=S)N2C)C=Cc2ccccc21	-4	6	-11	-4	5	-6	-7	6	-21	-20	14
O=C1OCC/C1=C\c1ccccc1O	-2	-28	-8	-5	-3	5	13	-8	-5	1	1
COc1ccc(Cl)cc1S(=O)(=O)N1CCC(C(=O)NCc2ccccn2)CC1	6	-5	6	-12	2	8	14	-14	7	-14	26
O=C(CC1C(=O)NCCN1Cc1ccccc1)NCCCOc1cccnc1 (stereo not given)	16	1	22	-9	-3	-6	-25	9	-2	-2	4
FC(F)c1nc2nc(Cl)c(Cl)nc2[nH]1	-16	-23	-5	10	4	7	-23	-9	25	14	3
CCOc1ccc(C(=O)Nc2ccc3nc(N4CCN(CC)CC4)cc(C)c3c2)cc1	19	-4	-25	12	-1	5	1	19	-29	11	7
CC1Nc2ncnc(N3CCN(c4ccccc4)CC3)c2N(Cc2ccc(Cl)cc2)C1=O (stereo not given)	-10	-17	9	-2	-4	-1	-15	19	-1	-1	8
CCOC(=O)C1=C(N)Oc2cc(O)ccc2C1c1ccc(C)cc1 (stereo not given)	-1	-5	12	-14	-9	10	13	3	10	15	-13
CCOC(=O)C1CCCCN1Cc1cccc(C(F)(F)F)c1 (stereo not given)	9	2	10	13	-10	-8	0	-10	1	-18	18
Cc1nnc(SCC(=O)NC2CCCc3c2cnn3-c2ccc(F)cc2F)o1 (stereo not given)	-12	-8	18	2	5	5	-21	-4	-4	-26	8
CC(C)Oc1ccc(CCc2n[nH]c(=S)n2Cc2ccccc2)cc1	17	-16	-15	-9	0	21	10	-11	-6	10	-2
COCCNC(=O)NC(=O)CN1CCN(C(c2ccccc2)c2ccccc2)CC1	-4	16	1	13	3	-5	11	-7	1	-18	15
Cc1cc(C)n2ncc(C(=O)NCc3ccc(Cl)cc3)c2n1	0	-9	-1	12	-8	-9	8	-7	-36	-3	8
CC1=NN(C(=O)Cn2nc([N+](=O)[O-])c(Br)c2C)C(O)(C(F)(F)F)C1 (stereo not given)	0	-11	-4	5	6	-8	-3	7	0	7	13

Shown with bars between the fields: part of the list above
Molecule | KKLEB tox | SRC1 inh | CF NFkB inh | LRH-1 inv ag | LMP1 NFkB inh | NR2F2 inh | Shn3 3UTR inh | TRAIL sens C8 | TWEAK-Fn14 inh | TROY NFkB inh | SRC3 inh
CC(C)Oc1ccc(CCc2n[nH]c(=S)n2Cc2ccccc2)cc1 | 17 | -16 | -15 | -9 | 0 | 21 | 10 | -11 | -6 | 10 | -2
COCCNC(=O)NC(=O)CN1CCN(C(c2ccccc2)c2ccccc2)CC1 | -4 | 16 | 1 | 13 | 3 | -5 | 11 | -7 | 1 | -18 | 15
O=C(CC1C(=O)NCCN1Cc1ccccc1)NCCCOc1cccnc1 (stereo not given) | 16 | 1 | 22 | -9 | -3 | -6 | -25 | 9 | -2 | -2 | 4
CC1=NN(C(=O)Cn2nc([N+](=O)[O-])c(Br)c2C)C(O)(C(F)(F)F)C1 (stereo not given) | 0 | -11 | -4 | 5 | 6 | -8 | -3 | 7 | 0 | 7 | 13
CCOc1ccc(C(=O)Nc2ccc3nc(N4CCN(CC)CC4)cc(C)c3c2)cc1 | 19 | -4 | -25 | 12 | -1 | 5 | 1 | 19 | -29 | 11 | 7
COc1ccc(Cl)cc1S(=O)(=O)N1CCC(C(=O)NCc2ccccn2)CC1 | 6 | -5 | 6 | -12 | 2 | 8 | 14 | -14 | 7 | -14 | 26

High-throughput results from PubChem BioAssay.

Only part of the results is shown; the hit share may differ from the screen's.
